EWS-Fli block – EWS/Fli transcriptional activity inhibition; A673 NR0B1-luciferase reporter, viability-normalised; inhibition, % at 12.6 µM; actives 0.67% (n = 350,000);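 active = mean inhibition of at least 50% after viability correction, with every replicate also passing that limit; inconclusive = mean reaches 50% but only one of two replicates passes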;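 also: firefly luciferase signal divided by Alamar Blue viability fluorescence both relative to DMSO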
PAX8 reporter – PAX8 transcriptional activity inhibition | RMG-I TPO-luciferase reporter, SteadyGlo, 24 h | actives 1.2% (n = 360,000) | inhibition, % at 12.6 µM;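 active = mean replicate inhibition at least 60% with every replicate also reaching 60%; inconclusive = only one of the two criteria is met; inactive = mean below 60% and not all replicates reaching 60%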;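 also: luciferase light reporting Pax8 driven TPO promoter activity; plate controls were median of neutral control wells for no effect and mitoxantrone controls for full effect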
ARNT TACC3 PPI – disrupts binding between human ARNT and TACC3; inhibition, % at 9.99 µM; actives 0.66% (n = 390,000); AID 623870; AlphaScreen His-ARNT PAS-B/GST-TACC3 binding, luminescence; TACC3 fragment carries E629A point mutation;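 active = mean inhibition of replicates at least 50% and at least half of replicates each reaching 50%; inconclusive = half or more replicates reach 50% but mean below 50%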;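 also: 0% = complete ARNT plus TACC3 wells and 100% = ARNT alone without TACC3; many hits fall short of the cut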
LGR2 antag – inhibitors of bursicon-induced Drosophila LGR2 receptor cAMP signaling | HEK293 LGR2, CRE-luciferase, bursicon-stimulated, 4 h | inhibition, % at 9.99 µM | actives 0.35% (n = 380,000) | AID 720647;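 active = drop in luminescence signal, shown as inhibition above about 50% in the replicate tests, limit read from the data, passing the limit was not always enough; inconclusive = probably only some replicates passing the limit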;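 also: agonist challenge used bursicon conditioned medium at about half maximal strength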
CASP6 VEID inh – blocks human caspase-6 cleavage activity; actives 0.53% (n = 350,000); inhibition, % at 12.5 µM; AID 686996; P55212; purified caspase-6, Z-VEID-R110 cleavage fluorescence;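 active = mean inhibition across replicates at least about 35%, with every replicate also reaching that limit, limit read from the data; inconclusive = only one of the two criteria met; inactive = neither criterion met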;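 also: 0% = median of neutral control wells and 100% = no fluorescence left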
Target sequence (P55212 24-179 limits assumed): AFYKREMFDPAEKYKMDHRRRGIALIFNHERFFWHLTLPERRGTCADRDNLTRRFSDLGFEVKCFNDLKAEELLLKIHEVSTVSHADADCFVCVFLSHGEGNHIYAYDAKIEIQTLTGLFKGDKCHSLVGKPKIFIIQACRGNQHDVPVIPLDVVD
Target sequence (P55212 194-293 limits assumed): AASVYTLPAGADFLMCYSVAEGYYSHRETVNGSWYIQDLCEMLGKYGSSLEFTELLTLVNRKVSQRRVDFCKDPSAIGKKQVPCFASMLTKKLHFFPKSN
DENV2 CPE rescue – protects cells from dengue virus 2 cytopathic effect. DENV2-infected cells, cytopathic effect rescue, plate reader. CPE inhibition, % at 9.99 µM. actives 1.7% (n = 350,000). AID 651640; in the data active = CPE inhibition above about 20%, passing the limit was not always enough; inconclusive = no clear call, values can overlap the other calls; tested in BHK-21 cells;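 also: 0% = median of neutral control wells and 100% = median of positive control wells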
SIRT5 inh – blocks human SIRT5 desuccinylation of peptide. inhibition, % at 15 µM. AID 652115. Purified SirT5, succinyl-peptide AMC, trypsin-coupled fluorescence. actives 1.1% (n = 330,000); in the data active = inhibition above about 15%; inconclusive = no clear call, values can overlap the other calls
Target sequence (Q9NXA8 whole entry, looked up): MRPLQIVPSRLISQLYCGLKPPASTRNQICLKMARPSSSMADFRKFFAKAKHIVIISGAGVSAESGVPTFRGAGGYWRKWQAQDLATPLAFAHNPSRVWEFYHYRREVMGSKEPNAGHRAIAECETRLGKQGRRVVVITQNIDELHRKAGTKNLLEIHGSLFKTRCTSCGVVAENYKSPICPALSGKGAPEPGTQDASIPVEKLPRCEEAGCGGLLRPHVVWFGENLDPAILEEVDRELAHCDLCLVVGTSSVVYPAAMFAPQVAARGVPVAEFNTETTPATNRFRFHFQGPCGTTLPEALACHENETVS
The depositor's hits bear a star; ? = inconclusive; / = not tested or not shown; & = joins results of further samples.

Results follow in this order: DENV2 CPE rescue	SIRT5 inh	CASP6 VEID inh	PAX8 reporter	LGR2 antag	ARNT TACC3 PPI	EWS-Fli block
1: CC(=O)Nc1sc(C)c(C)c1C(=O)OCC(=O)Nc1ccccc1C(F)(F)F
  -1	-6	1	-12	-20	/	4
2: C[C@@H]1CCCCO[C@H](CN(C)C(=O)Nc2cccc3ccccc23)[C@H](C)CN([C@H](C)CO)C(=O)c2cc(NS(=O)(=O)c3ccc(F)cc3)ccc2O1
  5	12	-1	-9	-3	-9	13
3: C/C(CC(=O)N1CCCC1)=N\NC(=O)c1cc2ccccc2cc1O
  6	2	39*	29	7	/	-1
4: CC(OC(=O)CNC(=O)c1sc2ccccc2c1Cl)C(=O)NC1(C#N)CCCCC1 (centres undefined)
  17	0	0	-10	-13	19	10
5: NC(c1ccccc1)c1csc(Nc2ccccn2)n1 (centres undefined)
  6	1	0	-3	5	/	-34
6: Cc1cc(C)cc(C(=O)NC(CC(N)=O)c2ccc(N3CCN(C)CC3)c([N+](=O)[O-])c2)c1 (centres undefined)
  2	/	1	-20	-23	-4	1
7: COc1ccc(CCNC(=O)C2Cc3ccccc3C(=O)O2)cc1 (centres undefined)
  0	-5	0	3	-8	-5	5
8: CC1=C(C(=O)N2CCOCC2)C(c2ccc(Cl)cc2)NC(=S)N1 (centres undefined)
  -2	-3	-1	17	6	/	12
9: CC1CCCN(S(=O)(=O)c2ccc(C(=O)NC(C)c3ccccc3)cc2)C1 (centres undefined)
  -4	-3	4	17	-16	-5	0
10: O=C1NC[C@@H](CCCCN2C[C@H](Cc3ccc(O)cc3)N(Cc3ccccc3)C(=O)C2=O)N(Cc2ccccc2)C1=O
  -7	0	5	-14	-4	/	-5
11: CCCCN(C)c1c(C)nc2ccc(C(=O)Nc3ccc(OC)c(OC)c3)cn12
  -10	1	/	9	/	/	1
12: COc1ccc(CCNC(=O)c2ccccc2)cc1
  3	-2	-2	-16	-2	5	-43
13: Cc1ccc(S(=O)(=O)c2ccc(-n3nc(C)cc3N)cc2)cc1
  8	-1	-3	11	7	1	17
14: O=S(=O)(c1ccc(NC(=S)NN=Cc2ccccc2O)cc1)N1CCCCC1
  3	-1	-1	-23	?	46*	-69
15: Cc1ccc(S(=O)(=O)N2CCOC2CNC(=O)C(=O)NCC(C)C)cc1 (centres undefined)
  -5	0	-2	11	-10	/	-5
16: O=C(Nc1c2c(nc3c1CCC3)CCCC2)c1ccccn1
  /	/	/	6	4	14	/
17: Cc1nc2c(C)cccn2c1C(=O)N/N=C/c1ccccc1[N+](=O)[O-]
  -1	2	-1	6	-9	1	-38
18: Cc1ccc(C(=O)NCc2ccc3c(c2)OCO3)c(C)c1
  -6	-3	2	0	3	-6	3
19: CCOC(=O)c1cccc(NC(=O)CC2Oc3ccccc3NC2=O)c1 (centres undefined)
  15	-1	1	-41	18	-7	-7
20: COc1ccc(S(=O)(=O)N2CCCCCC2)cc1C(=O)OCc1cccc(OC)c1OC
  8	-2	1	12	5	-11	-3
21: Cc1ccccc1-c1ccc2c(c1)O[C@@H](CN(C)C(=O)Nc1ccc(F)cc1)[C@@H](C)CN([C@H](C)CO)S2(=O)=O
  1	12	-3	1	12	-4	-12
22: O=C(NCc1ccncc1)[C@@H]1CCCN1C(=O)[C@@H]1CCCN1C(=O)c1ccccc1
  2	-1	-6	9	-16	/	5
23: O=C(O)C(C1CCCCC1)C1(O)CCCC1 (centres undefined)
  /	/	-4	18	-5	-3	-3
24: CCCC(=O)N1CC2(C1)CN(C(=O)C1CCCCC1)[C@@H](CO)c1[nH]c3cc(OC)ccc3c12
  22*	2	-3	14	-2	/	-2
25: O=C(Nc1ccc(S(=O)(=O)Nc2ncccn2)cc1)c1ccccc1NS(=O)(=O)c1ccc(Cl)cc1
  7	1	9	-5	2	-6	10
26: C[C@@H]1CN([C@H](C)CO)C(=O)c2cc(Br)cnc2O[C@@H]1CN(C)C(=O)Nc1ccccc1
  16&-6	0&-3	-3&1	2	-9	-6	2&1
27: COc1ccc(CN2[C@H](CO)[C@@H]3c4ccccc4N(C(=O)c4ccccc4)C[C@@H]32)cc1
  -3	-4	-2	22	-20	-1	7
28: COc1ccc(S(=O)(=O)Nc2ccc3c(c2)C(=O)N([C@@H](C)CO)C[C@@H](C)[C@H](CN(C)C(=O)C2CCCCC2)OCCCC[C@@H](C)O3)cc1
  -3	2	0	-14	4	-7	7
29: CCN(CC(=O)Nc1ccc(NC(C)=O)cc1)C(=O)c1ccc(S(=O)(=O)N2CCCC2)cc1
  -4	0	-1	19	-2	/	-1
30: COc1ccc(CN(C)C(=O)[C@H]2O[C@@H](n3ccc(=O)[nH]c3=O)[C@H](O)[C@@H]2O)cc1OC
  4	-2	1	0	-16	/	5

Values by screen from the entries so far.
EWS-Fli block for entries 9 to 13, in order: 0, -5, 1, -43, 17
LGR2 antag for entries 9 to 13, in order: -16, -4, /, -2, 7

The listing picks up, starting 3 compounds before the break.
Results follow in this order: DENV2 CPE rescue	SIRT5 inh	CASP6 VEID inh	PAX8 reporter	LGR2 antag	ARNT TACC3 PPI	EWS-Fli block
28: COc1ccc(S(=O)(=O)Nc2ccc3c(c2)C(=O)N([C@@H](C)CO)C[C@@H](C)[C@H](CN(C)C(=O)C2CCCCC2)OCCCC[C@@H](C)O3)cc1
  -3	2	0	-14	4	-7	7
29: CCN(CC(=O)Nc1ccc(NC(C)=O)cc1)C(=O)c1ccc(S(=O)(=O)N2CCCC2)cc1
  -4	0	-1	19	-2	/	-1
30: COc1ccc(CN(C)C(=O)[C@H]2O[C@@H](n3ccc(=O)[nH]c3=O)[C@H](O)[C@@H]2O)cc1OC
  4	-2	1	0	-16	/	5
31: COc1ccc(N2CCN(C(=O)c3cc(C)oc3C)CC2)cc1
  ?	-2	-1	-5	19	2	/
32: CCCn1c(=O)c2ccccc2n2c(SCc3nnc(-c4ccccc4Br)o3)nnc12
  -2	-1	0	/	17	-3	4
33: CCc1cccc2c(-c3csc(=NC)n3C)c[nH]c12
  -1	-5	-6	13	3	8	14
34: C/C=C/c1ccc([C@@H]2[C@H](CO)N(C(=O)CC)C23CN(C(=O)c2ccccc2)C3)cc1
  -9	1	-1	5	-3	/	-3
35: COc1ccc(N(C(=O)CNC(=O)c2ccco2)C(C(=O)NC2CCCC2)c2ccco2)cc1 (centres undefined)
  4	-2	1	-13	-3	3	-1
36: O=C1NN(c2cccc(Br)c2)C(=O)/C1=C/c1cccs1
  11	-2	-4	13	-10	1	-9
37: CCNc1nc(NCC)n2c(SCC(=O)Nc3cc(OC)ccc3OC)nnc2n1
  -2	-5	-6	7	-6	/	-5
38: O=C(c1ccco1)N(Cc1ccc(Cl)cc1)C1CCS(=O)(=O)C1 (centres undefined)
  1	-1	-6	-2	-1	-3	2
39: N/C(=N\OC(=O)CCCOc1ccccc1)c1cccc([N+](=O)[O-])c1
  6	0	-2	-8	-3	/	-17
40: CCc1ccccc1NC(=O)C1CCN(S(C)(=O)=O)CC1
  1	0	-2	-1	4	/	7
41: Cc1c(Cl)cccc1NC(=S)NCC(C)C
  /	-5	0	-4	7	-4	4
42: Cc1cc(C(=O)N/N=C/c2ccc(O)c([N+](=O)[O-])c2)c(C)n1-c1ccc(F)cc1
  /	/	/	-8	1	11	/
43: O=C(NCCN1CCCCC1)[C@@H]1N[C@@H]2c3ccc(-c4cccnc4)c(=O)n3C[C@@H]2[C@H]1CO
  /	/	/	-2	1	/	-8
44: C[C@H]1CN([C@@H](C)CO)C(=O)c2cc(NS(=O)(=O)c3ccc(Cl)cc3)ccc2O[C@H]1CN(C)Cc1ccc(Cl)c(Cl)c1
  1	23*	/	81*	15	12	61*
45: COCCN(C(=O)c1ccc(N(C)S(=O)(=O)c2ccc(C)cc2)cc1)c1c(N)n(CC(C)C)c(=O)[nH]c1=O
  13	-2	-2	7	4	-3	-2
46: O=C([C@@H]1[C@@H](CO)[C@@H]2Cn3c(ccc(-c4ccc(F)cc4)c3=O)[C@@H]2N1Cc1cocn1)N1CCOCC1
  0	-4	-1	1	-21	-6	-3
47: COC(=O)c1ccccc1NC(=O)C(=O)NCc1ccncc1
  -4	2	4	5	9	2	3
48: Cc1ccc(S(=O)(=O)Nc2cccc3c2O[C@@H](CN(C)CC2CCCCC2)[C@H](C)CN([C@@H](C)CO)C3=O)cc1
  -4	-2	1	-21	-8	-9	-4
49: O=C(NC1CCCC1)c1ccc([N+](=O)[O-])s1
  -4	-2	1	18	6	/	-6
50: C[C@H]1CN([C@@H](C)CO)S(=O)(=O)c2ccc(Br)cc2O[C@H]1CN(C)C(=O)CC1CC1
  16	-3	2	/	6	-7	-5
51: CCN1[C@@H]2c3ccc(-c4cccnc4)c(=O)n3C[C@H]1[C@H](CO)[C@H]2C(=O)NC1CCCC1
  2	-5	1	/	-10	/	-9
52: COc1cccc(-n2c(Cn3nc(C(F)(F)F)cc3C)n[nH]c2=S)c1
  -1	0	-3	13	0	-1	-1
53: CCS(=O)(=O)N1CC2(C1)[C@@H](c1ccccc1)[C@@H](CO)N2C(=O)c1ccccc1
  -8	-2	4	-8	9	/	18
54: Cc1cccc(OCC(=O)NNC(=O)C2CCN(c3ncnc4sc(C)c(C)c34)CC2)c1
  -4	-1	1	2	0	7	10
55: COCCN=c1scc(-c2ccco2)n1/N=C/c1ccc(O)c(O)c1O
  -1	0	13	27	14	55*	13
56: CC1CCCC(NC(=O)COC(=O)Cc2cn3ccsc3n2)C1C (centres undefined)
  /	15*	-2	14	/	/	/
57: Cc1ccc(S(=O)(=O)N(C)CC(=O)OCC(=O)c2ccc3c(c2)NC(=O)CO3)cc1
  -8	1	0	-2	3	-1	-6
58: CSc1nnc(CNC(=O)C23CC4CC(CC(C4)C2)C3)n1Cc1ccccc1
  -1	-2	-5	12	/	0	0
59: C[C@H]1CN([C@@H](C)CO)C(=O)CCCn2nncc2CO[C@H]1CN(C)Cc1ccc(-c2ccccc2)cc1
  -3	1	/	/	16	/	16
60: COCc1nc2sc3c(c2c(=O)[nH]1)CCCC3
  /	/	/	-24	19	-10	/

Quoted from the listing:
DENV2 CPE rescue, no. 7 stands at 0
ARNT TACC3 PPI, no. 45 stands at -3
CASP6 VEID inh, no. 39 stands at -2
SIRT5 inh, no. 59 stands at 1

Random excerpt: 2 entries already listed
Results follow in this order: DENV2 CPE rescue	SIRT5 inh	CASP6 VEID inh	PAX8 reporter	LGR2 antag	ARNT TACC3 PPI	EWS-Fli block
41: Cc1c(Cl)cccc1NC(=S)NCC(C)C
  /	-5	0	-4	7	-4	4
53: CCS(=O)(=O)N1CC2(C1)[C@@H](c1ccccc1)[C@@H](CO)N2C(=O)c1ccccc1
  -8	-2	4	-8	9	/	18
